Assay outcomes: PubChem, several laboratories
TLR9-MyD88 block: TLR9-MyD88 interaction inhibition; CHO BLA complementation TLR9-MyD88, CCF4 FRET ratio; AID 504734; Q9NR96+Q99836; inhibition, % at 4.98 µM; 340,000 compounds, 0.21% hits;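 active means inhibition above the mean over all tested compounds plus 3 SD, cut at about 21% in these data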;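 further: 0% = DMSO only wells and 100% = clavulanate BLA inhibitor control wells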
NCOA3 inh: inhibits human SRC3 coactivator; Q9Y6Q9; HEK293 GAL4-SRC3 luciferase reporter, luminescence; inhibition, % at 3.6 µM; 360,000 compounds, 0.17% hits; AID 588352;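 active means inhibition above a per-campaign cutoff, the mean of all compounds plus 3 SD, cut at about 60% in these data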;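 further: 0% = DMSO-treated cells and 100% = gossypol-treated cells at 36 µM; higher means less SRC3-driven luciferase light from the GAL4 reporter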
Target sequence (Q9Y6Q9 whole entry, looked up, the tested form may be a part): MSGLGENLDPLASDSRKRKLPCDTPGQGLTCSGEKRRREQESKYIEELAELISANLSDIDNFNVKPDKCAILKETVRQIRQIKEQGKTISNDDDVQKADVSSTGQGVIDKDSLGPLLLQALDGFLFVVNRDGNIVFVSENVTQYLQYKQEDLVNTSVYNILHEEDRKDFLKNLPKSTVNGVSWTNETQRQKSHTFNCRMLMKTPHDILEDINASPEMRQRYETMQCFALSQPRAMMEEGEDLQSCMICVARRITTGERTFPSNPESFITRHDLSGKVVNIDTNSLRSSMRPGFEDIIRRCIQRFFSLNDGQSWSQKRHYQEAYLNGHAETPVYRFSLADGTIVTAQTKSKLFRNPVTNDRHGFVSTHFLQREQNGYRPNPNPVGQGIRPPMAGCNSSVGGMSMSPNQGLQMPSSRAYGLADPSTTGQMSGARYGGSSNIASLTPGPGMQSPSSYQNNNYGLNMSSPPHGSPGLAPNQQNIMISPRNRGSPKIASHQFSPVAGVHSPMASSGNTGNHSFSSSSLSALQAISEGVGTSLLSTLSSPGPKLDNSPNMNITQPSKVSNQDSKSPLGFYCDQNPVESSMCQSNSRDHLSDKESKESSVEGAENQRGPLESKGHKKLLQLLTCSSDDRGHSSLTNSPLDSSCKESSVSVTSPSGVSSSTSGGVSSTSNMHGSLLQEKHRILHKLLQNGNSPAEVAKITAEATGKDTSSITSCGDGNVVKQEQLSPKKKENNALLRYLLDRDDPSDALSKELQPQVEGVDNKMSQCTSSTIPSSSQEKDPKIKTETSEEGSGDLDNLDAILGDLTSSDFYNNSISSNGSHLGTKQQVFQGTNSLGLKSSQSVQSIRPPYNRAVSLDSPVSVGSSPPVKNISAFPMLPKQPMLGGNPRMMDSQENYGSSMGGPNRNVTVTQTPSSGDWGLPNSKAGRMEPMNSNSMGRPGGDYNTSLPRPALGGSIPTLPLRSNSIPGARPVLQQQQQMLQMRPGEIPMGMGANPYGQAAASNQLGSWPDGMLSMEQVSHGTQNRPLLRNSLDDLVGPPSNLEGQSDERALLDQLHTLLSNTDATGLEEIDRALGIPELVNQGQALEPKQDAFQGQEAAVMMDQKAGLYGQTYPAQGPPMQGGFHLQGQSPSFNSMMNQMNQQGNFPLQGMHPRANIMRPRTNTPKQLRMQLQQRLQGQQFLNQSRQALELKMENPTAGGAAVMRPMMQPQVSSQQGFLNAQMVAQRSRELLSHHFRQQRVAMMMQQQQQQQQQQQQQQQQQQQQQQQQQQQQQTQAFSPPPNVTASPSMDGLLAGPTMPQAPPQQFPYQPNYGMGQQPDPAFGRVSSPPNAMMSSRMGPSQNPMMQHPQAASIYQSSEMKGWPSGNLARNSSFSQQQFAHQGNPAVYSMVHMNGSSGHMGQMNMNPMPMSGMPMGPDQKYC
NOD2 RIPK2 PPI: NOD2-RIPK2 protein interaction inhibition | O43353 | AID 624267 | CHO BLA complementation NOD2-RIPK2, CCF4 ratio | inhibition, % at 4.98 µM | 360,000 compounds, 0.38% hits; in the data active means inhibition above about 21%;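 further: 0% = vehicle only and 100% = reference blocker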
SRC2 inh: inhibits human steroid receptor coactivator 2; AID 651957; inhibition, % at 9 µM; 370,000 compounds, 0.17% hits; Q15596; HEK293 GAL4-SRC2 luciferase reporter, luminescence;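 active means inhibition above the mean inhibition of all tested compounds plus 3 SD, set per campaign, cut at about 52% in these data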;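 further: 0% = DMSO treated cells and 100% = cells given Gossypol at 36 µM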
NCOA1 inh: inhibits human SRC1 coactivator; HEK293 GAL4-SRC1 luciferase reporter, luminescence; Q15788; 360,000 compounds, 0.12% hits; AID 588354; inhibition, % at 3.6 µM;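 active means inhibition above the campaign mean plus 3 SD, with each screening campaign given its own cutoff, cut at about 60% in these data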;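 further: 0% = DMSO treated cells and 100% = gossypol at 36 µM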
TROY NFkB inh: inhibitors of TROY-dependent NF-kB signaling; Q293 LMP1-TROYcd NF-kB luciferase reporter, 4 h; inhibition, % at 10 µM; 360,000 compounds, 0.98% hits;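 active means compounds whose plate-normalised and pattern-corrected inhibition of the luciferase reporter signal at the single screening dose is 50% or more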
ABHD5 PLIN5 PPI: ABHD5-PLIN5 protein interaction inhibition | 360,000 compounds, 0.78% hits | inhibition, % at 4 µM | Split G. princeps luciferase complementation, luminescence, 4 h | Q00G26+Q8WTS1 | AID 602281;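 active means inhibition above the mean inhibition across every tested compound plus 3 SD, cut at about 22% in these data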;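 further: 0% = DMSO only wells and the 100% control is not disclosed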
Exocytosis inh: lytic granule exocytosis inhibition; AID 651702; 360,000 compounds, 0.66% hits; inhibition, % at 10 µM; TALL-104 LAMP-1 surface exposure, flow cytometry; cells stimulated with thapsigargin and PMA;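 active means inhibition above about 55%, limit read from the data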
TWEAK Fn14 block: TWEAK-Fn14 signaling inhibition | TWEAK-stimulated Fn14 reporter cells, luciferase luminescence, 8 h | inhibition, % at 10 µM | 360,000 compounds, 2% hits; in the data active means inhibition above about 50%
COUP-TFII inh: blocks human COUP-TFII nuclear receptor; 370,000 compounds, 0.7% hits; inhibition, % at 8.6 µM; HEK293T NGFI-A luciferase reporter, luminescence;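 active means inhibition above a per-plate cutoff, mean inhibition of test wells between control levels plus 3 SD, cut at about 38% in these data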;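 further: cells cotransfected with COUP-TFII expression vector driving the NGFI-A reporter; 0% = median of COUP-TF2 test wells and 100% = reporter-only cells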
NR5A2 inv ag: inverse agonists of human LRH-1 (NR5A2); HEK293T StAR-luciferase reporter, LRH-1 transfected, 24 h; inhibition, % at 3.6 µM; 360,000 compounds, 0.13% hits; AID 602396;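 active means inhibition above the mean inhibition of all tested compounds plus 3 SD, cut at about 73% in these data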;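 further: 0% = DMSO wells and 100% = reporter-only cells lacking LRH-1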
* = called active by the depositor; . = no result given.

SMILES	TLR9-MyD88 block	NCOA3 inh	NOD2 RIPK2 PPI	SRC2 inh	NCOA1 inh	TROY NFkB inh	ABHD5 PLIN5 PPI	Exocytosis inh	TWEAK Fn14 block	COUP-TFII inh	NR5A2 inv ag
COC(=O)/C=C1\SC(=NC(=O)c2cccc(Cl)c2)NC1=O	16	0	-11	-6	16	3	-3	-2	6	1	-16
O=C(NC1CCS(=O)(=O)C1)c1cccc(S(=O)(=O)N2CCOCC2)c1 (stereo not given)	3	11	-7	-7	2	7	0	-9	-11	19	18
CC12CCC(=O)N1C(C(=O)NNC(=O)c1ccc(Cl)cc1)CS2 (stereo not given)	3	-11	-6	-6	1	-4	9	-2	13	-18	-9
Cc1ccc(NC(=S)N(CCN(C)C)C(C)c2cccnc2)cc1 (stereo not given)	13	14	-1	-15	2	-5	-2	7	-1	-6	9
Cc1nc(-c2ccccn2)nc(SCC(=O)c2ccc(F)cc2)c1Cl	-8	5	-4	4	-8	14	1	-4	-18	1	0
CN(Cc1ccccc1)C(=O)COC(=O)Cn1cnc2ccccc21	0	-1	-4	-10	-39	-18	-2	-2	3	4	-4
CCCCCCCCCC(=O)N[C@@H]1c2cc(OC)c(OC)cc2C[C@H]1O	1	3	8	22	-11	5	-7	-1	-3	3	11
O=C(Nc1ccc2c(c1)OCCO2)C1CCCC1	-4	52	5	46	46	82*	-1	-1	92*	18	26
CC[C@@](C)(NS(=O)(=O)OCC(Cl)(Cl)Cl)c1ccccc1	-28	-25	3	-15	9	6	2	8	-9	5	-29
Cc1nc(NCCc2ccc(S(N)(=O)=O)cc2)c2c3c(sc2n1)CCC3	-11	-17	4	0	21	-7	0	-4	-12	1	4
COc1cc(OC)c(C(=O)OCC(=O)Nc2c(C)n(C)n(-c3ccccc3)c2=O)cc1OC	3	13	-5	3	-1	-1	8	-5	11	-14	-2
COc1cc(C(=O)OCCCN2CCCN(CCCOC(=O)c3cc(OC)c(OC)c(OC)c3)CC2)cc(OC)c1OC	8	10	-4	-69	1	-8	-2	2	-17	-70	3
Cc1ccccc1NC(=S)NCC(c1cccnc1)N(C)C (stereo not given)	-1	9	-2	-34	11	14	0	0	-19	-3	14
CCc1ccccc1N(CC(=O)N/N=C/c1ccc(OC(=O)OC)c(OC)c1)S(C)(=O)=O	-6	15	-9	-35	-17	18	6	0	10	-4	1
Cn1ccnc1C1CCCCN1C(=O)c1cc(COc2ccc(F)cc2Cl)on1 (stereo not given)	.	4	-2	-20	-11	-20	2	0	0	4	1
O=C(O)CCCCCN=C1CCc2ccccc2N1	1	6	-10	3	-12	-11	-15	-1	-2	-6	-6
O=[N+]([O-])/C(=C\Nc1ccccc1)S(=O)(=O)c1ccccc1	-1	2	-6	-17	-10	-11	-3	5	10	7	-5
O=C(Cc1ccccc1)c1c[nH]c(C(=O)O)c1	-10	17	0	-17	11	7	-4	-6	7	5	5
O=C(O)CCc1nn2c3ccccc3n(Cc3ccccc3F)c2nc1=O	4	8	0	-15	8	-4	5	2	16	-4	12
CNc1cncc(-c2ccc(F)c(F)c2)n1	.	-15	-2	-8	16	2	9	-11	-1	4	-9
COc1ccc(-c2noc(CSc3nc4ccccc4c(=O)n3-c3ccccc3)n2)cc1	9	16	5	-1	1	7	-9	-7	-15	3	-9
O=C(CCCn1c(=S)[nH]c2cc3c(cc2c1=O)OCO3)N1CCN(c2ccccn2)CC1	1	13	-3	-17	-12	18	1	-2	-6	6	-7
O=C1CCC(C(=O)NCc2ccc3c(c2)OCO3)N1 (stereo not given)	4	-8	-1	9	-99	-13	-2	8	10	-8	-4
CN(CC(=O)Nc1ccc(OC(F)(F)F)cc1)S(=O)(=O)c1cnc[nH]1	0	-22	0	2	-26	-12	-6	-18	-2	-7	-13
Cc1ccc(C(CC(=O)c2ccco2)SCCO)cc1 (stereo not given)	10	19	-5	-39	-46	-63	11	1	-10	-29	7
COCCCN1C(=O)c2ccc(C(=O)OCC(=O)NCc3ccccc3OC)cc2C1=O	-2	12	-11	2	0	-3	2	5	-3	-2	-17
CC1CN(CCCSc2ccc(Cl)cc2)CC(C)O1 (stereo not given)	5	5	7	-38	-29	4	-5	-3	-9	3	11
CCOc1ccc(NC(=O)c2cc3c(C)nc4ccccc4c3o2)cc1	4	-5	-1	9	3	20	7	1	3	-1	15
CCOC(=O)Nc1ccc(Cc2ccncc2)cc1	11	-18	-7	-30	4	-31	0	-1	-2	-7	-23
NC(=O)c1cnn(C2CCS(=O)(=O)C2)c1 (stereo not given)	-10	-4	-1	-28	-9	22	-7	-4	-16	-12	3
Cc1ccc(NC(=O)CN(C)C(=O)C2CC(=O)N(Cc3ccccc3)C2)cc1 (stereo not given)	-8	16	-5	-13	-32	-15	1	4	-1	6	-34
COc1ccccc1N1CC(C(=O)OCC(=O)Nc2cc(C)on2)CC1=O (stereo not given)	4	-1	1	-10	-1	3	0	0	15	-26	-9
Cc1cc(C(=O)c2cnc(/N=C/N(C)C)s2)cc(C)c1O	-1	-7	2	-54	-17	-4	-6	-3	-8	-30	10
COc1nc(SCC(=O)Nc2ccccc2Cl)nc(N(C)C)n1	6	-3	-4	5	-3	-26	3	-1	-38	4	4
COc1ccc(C(=O)NN/C(C)=C/C(=O)c2ccccc2)cc1	-10	-11	-1	9	-1	-29	1	-6	-8	-35	-41
Cc1ccc(S(=O)(=O)NC2CC(=O)N(c3ccc4c(c3)OCCO4)C2)cc1 (stereo not given)	-1	-6	6	10	6	-8	-2	-5	0	11	-3
COc1cccc(C(=O)N2CCC[C@H]2C(=O)N2CCC[C@H]2C(=O)N[C@H](C)c2ccccc2)c1	.	.	5	-12	.	2	4	2	12	2	3
CC(C)c1nnc(NC(=O)CSc2nnc(NC(=O)c3c(F)cccc3F)s2)s1	-1	-18	4	-35	-27	-8	3	1	-12	2	-13
CN(C(=O)CSc1nc2ccccc2c(=O)n1-c1ccccc1F)C1CCS(=O)(=O)C1 (stereo not given)	-8	0	-2	-3	8	3	-1	-3	-18	5	8
Cn1c(NNC(=O)C2CCCCC2)cc(=O)n(C)c1=O	3	12	1	7	-6	3	-3	2	-5	17	9
Cn1c(N)c(C(=O)N/N=C/c2ccccc2)sc1=S	0	-6	2	-22	-5	-54	-5	13	-19	-10	7
CCC(C)(C)n1nnnc1C(c1ccc(C)cc1)N1CCCC1 (stereo not given)	-12	15	-1	16	5	-1	-6	1	15	5	-11
O=C(O)Cc1ccc2[nH]c3ccc(CC(=O)O)cc3c2c1	3	9	-11	-7	8	.	2	-2	34	14	-7
O=C(c1cc(C2CCCCN2C(=O)OCCF)on1)N1CCOCC1 (stereo not given)	.	3	-3	-9	-5	-9	-3	-5	-1	9	12
Cn1nc(C(F)(F)F)c(C(=O)Nc2cccc(C(F)(F)F)c2)c1SCc1ccc(Cl)cc1	0	18	1	-5	-7	33	-20	4	11	-15	25
COc1ccccc1NS(=O)(=O)c1ccc(C)c(C(=O)NCCCN2CCCC2=O)c1	8	17	-4	-22	-4	-11	5	-3	7	3	11
C=CCOCC(O)CS(=O)(=O)Cc1ccc(Cl)cc1 (stereo not given)	5	7	-5	-14	3	1	2	0	7	11	8
O=C1CC(SC2=NCCS2)C(=O)N1c1cccc(Cl)c1Cl (stereo not given)	5	6	-6	-21	-2	6	1	6	1	-16	6
CCOc1ccc(CC(C(=O)NN)C(=O)NN)cc1CN(C)C	18	7	-21	-11	-3	-11	13	4	4	23	-3
CCOC(=O)c1c(NC(=O)Cn2nc(C(=O)O)c3ccccc3c2=O)sc(CC)c1C	6	-1	5	-16	-15	23	-1	1	-3	6	14
COc1ccc(N2CCN(C(=O)NC3CCCCC3)CC2)cc1	-6	11	2	-3	5	-1	-4	1	5	5	-10
COc1ccc(C2C(C(=O)N3CCOCC3)=C(C)NC3=C2C(=O)CC(C)(C)C3)c(OC)c1 (stereo not given)	-3	-17	1	-10	-8	-9	-8	1	7	10	11
O=C(COC(=O)c1nn(-c2ccccc2)c(=O)c2ccccc12)NC1CCS(=O)(=O)C1 (stereo not given)	1	3	-8	.	-2	13	1	6	-3	.	2
Nc1ccc(-c2nc(-c3ccccc3)nc3ccccc23)cc1	5	13	5	6	-6	-5	1	20	15	6	2

13 neighbouring compounds from above, for reference:
SMILES	TLR9-MyD88 block	NCOA3 inh	NOD2 RIPK2 PPI	SRC2 inh	NCOA1 inh	TROY NFkB inh	ABHD5 PLIN5 PPI	Exocytosis inh	TWEAK Fn14 block	COUP-TFII inh	NR5A2 inv ag
COC(=O)/C=C1\SC(=NC(=O)c2cccc(Cl)c2)NC1=O	16	0	-11	-6	16	3	-3	-2	6	1	-16
O=C(NC1CCS(=O)(=O)C1)c1cccc(S(=O)(=O)N2CCOCC2)c1 (stereo not given)	3	11	-7	-7	2	7	0	-9	-11	19	18
CC12CCC(=O)N1C(C(=O)NNC(=O)c1ccc(Cl)cc1)CS2 (stereo not given)	3	-11	-6	-6	1	-4	9	-2	13	-18	-9
Cc1ccc(NC(=S)N(CCN(C)C)C(C)c2cccnc2)cc1 (stereo not given)	13	14	-1	-15	2	-5	-2	7	-1	-6	9
Cc1nc(-c2ccccn2)nc(SCC(=O)c2ccc(F)cc2)c1Cl	-8	5	-4	4	-8	14	1	-4	-18	1	0
CN(Cc1ccccc1)C(=O)COC(=O)Cn1cnc2ccccc21	0	-1	-4	-10	-39	-18	-2	-2	3	4	-4
CCCCCCCCCC(=O)N[C@@H]1c2cc(OC)c(OC)cc2C[C@H]1O	1	3	8	22	-11	5	-7	-1	-3	3	11
O=C(Nc1ccc2c(c1)OCCO2)C1CCCC1	-4	52	5	46	46	82*	-1	-1	92*	18	26
CC[C@@](C)(NS(=O)(=O)OCC(Cl)(Cl)Cl)c1ccccc1	-28	-25	3	-15	9	6	2	8	-9	5	-29
Cc1nc(NCCc2ccc(S(N)(=O)=O)cc2)c2c3c(sc2n1)CCC3	-11	-17	4	0	21	-7	0	-4	-12	1	4
COc1cc(OC)c(C(=O)OCC(=O)Nc2c(C)n(C)n(-c3ccccc3)c2=O)cc1OC	3	13	-5	3	-1	-1	8	-5	11	-14	-2
COc1cc(C(=O)OCCCN2CCCN(CCCOC(=O)c3cc(OC)c(OC)c(OC)c3)CC2)cc(OC)c1OC	8	10	-4	-69	1	-8	-2	2	-17	-70	3
Cc1ccccc1NC(=S)NCC(c1cccnc1)N(C)C (stereo not given)	-1	9	-2	-34	11	14	0	0	-19	-3	14

3 compounds out of the list, sorted by molecular weight, descending:
SMILES	TLR9-MyD88 block	NCOA3 inh	NOD2 RIPK2 PPI	SRC2 inh	NCOA1 inh	TROY NFkB inh	ABHD5 PLIN5 PPI	Exocytosis inh	TWEAK Fn14 block	COUP-TFII inh	NR5A2 inv ag
COc1ccccc1NS(=O)(=O)c1ccc(C)c(C(=O)NCCCN2CCCC2=O)c1	8	17	-4	-22	-4	-11	5	-3	7	3	11
CCOc1ccc(CC(C(=O)NN)C(=O)NN)cc1CN(C)C	18	7	-21	-11	-3	-11	13	4	4	23	-3
COc1ccc(N2CCN(C(=O)NC3CCCCC3)CC2)cc1	-6	11	2	-3	5	-1	-4	1	5	5	-10

Not all compounds are listed, so the mix of outcomes need not match the whole.
